# HUVEC inhibit – blocks proliferation of human endothelial cells. HUVEC proliferation, CellTiter-Glo luminescence, 72 h; stronger effect = lower value. viability, % at 10 µM (by protocol). 86,000 compounds, 1.1% hits. AID 648;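 active means viability at or below 30%; inactive means viability above 30%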;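 further: 100% = median luminescence of DMSO-only cell control wells on each plate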
# Mac1 fbg inh – inhibitors of human CD11b/CD18 binding to fibrinogen | P05107+P11215 | K562 CD11b/CD18 adhesion to fibrinogen, ATPlite luminescence; Mn2+ added to activate the integrin | inhibition, % at 10 µM | 93,000 compounds, 0.54% hits | AID 1497;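 active means primary inhibition of 50% or more at 10 µM, then 40% or more on retest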; further: some results filed as inactive read as strong as hits
# CYP2C19 inh – inhibitors of human CYP2C19; 96,000 compounds, 21% hits; AID 778; inhibition, % at 5 µM; CYP2C19 Supersomes, luciferin-H EGE luminescence, 30 min;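 active means CYP2C19 inhibition above a set limit at 5 µM in the primary screen, cut at about 50% in these data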;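 further: plate controls were negative control wells for no effect and 2.5 mM tranylcypromine positive control for full effect; values of inactives mirror those of a sister screen read the other way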
# Target sequence (P33261 whole entry, looked up): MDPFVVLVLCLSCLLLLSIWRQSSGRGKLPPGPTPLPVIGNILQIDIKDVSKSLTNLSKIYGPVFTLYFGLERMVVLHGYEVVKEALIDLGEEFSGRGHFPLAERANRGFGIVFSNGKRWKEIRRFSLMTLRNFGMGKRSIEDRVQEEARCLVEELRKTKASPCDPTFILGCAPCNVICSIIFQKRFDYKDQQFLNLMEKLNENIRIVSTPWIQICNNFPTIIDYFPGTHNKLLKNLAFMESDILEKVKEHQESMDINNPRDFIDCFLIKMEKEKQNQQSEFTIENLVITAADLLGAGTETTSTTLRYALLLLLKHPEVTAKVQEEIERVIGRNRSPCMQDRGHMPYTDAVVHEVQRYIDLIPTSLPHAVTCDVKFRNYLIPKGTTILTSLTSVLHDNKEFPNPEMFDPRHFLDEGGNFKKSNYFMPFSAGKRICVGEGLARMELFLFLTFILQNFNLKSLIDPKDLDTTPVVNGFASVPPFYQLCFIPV
# Mac1 fbg enh – CD11b/CD18-fibrinogen binding enhancement; activation, % at 10 µM; 93,000 compounds, 0.07% hits; P05107+P11215; AID 1499; K562 CD11b/CD18 adhesion to fibrinogen, ATPlite luminescence;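 active means 10 µM primary screen giving 50% or more activity, confirmed by 40% or more on retest at that dose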; further: strong numbers were not always called active
# Fibroblast inh – blocks proliferation of human lung fibroblasts | 85,000 compounds, 1.1% hits | LL 47 human lung fibroblast viability, ATP luminescence; stronger effect = lower value | viability, % at 10 µM;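 active means viability at or below 50% in the single dose screen; inactive means viability above 50%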;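 further: compound exposure lasted 72 h before the ATP readout; 100% = median luminescence of untreated cell-only wells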
#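 Material: Human LL 47 lung fibroblast cells | Input: 1,150 cells/well | Buffer or medium: IMEM plus 15% FBS | Compound dosing: 0.1% DMSO in all compound wells | Times: Overnight cell rest, 72 h compound treatment at 37 °C | Signal: CellTiter-Glo luminescence measuring cellular ATP | Measure: % viability versus median cells-only luminescence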
# ERa coact inh – blocks coactivator binding to human estrogen receptor alpha | 86,000 compounds, 1.7% hits | TR-FRET ER-alpha LBD / SRC-1 peptide, estradiol-bound | P03372 | inhibition, % at 25.6 µM; in the data active means inhibition above about 50%;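 further: 0% = receptor plus peptide control and 100% = peptide only without receptor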
# Target sequence (P03372 whole entry, looked up, the tested form may be a part): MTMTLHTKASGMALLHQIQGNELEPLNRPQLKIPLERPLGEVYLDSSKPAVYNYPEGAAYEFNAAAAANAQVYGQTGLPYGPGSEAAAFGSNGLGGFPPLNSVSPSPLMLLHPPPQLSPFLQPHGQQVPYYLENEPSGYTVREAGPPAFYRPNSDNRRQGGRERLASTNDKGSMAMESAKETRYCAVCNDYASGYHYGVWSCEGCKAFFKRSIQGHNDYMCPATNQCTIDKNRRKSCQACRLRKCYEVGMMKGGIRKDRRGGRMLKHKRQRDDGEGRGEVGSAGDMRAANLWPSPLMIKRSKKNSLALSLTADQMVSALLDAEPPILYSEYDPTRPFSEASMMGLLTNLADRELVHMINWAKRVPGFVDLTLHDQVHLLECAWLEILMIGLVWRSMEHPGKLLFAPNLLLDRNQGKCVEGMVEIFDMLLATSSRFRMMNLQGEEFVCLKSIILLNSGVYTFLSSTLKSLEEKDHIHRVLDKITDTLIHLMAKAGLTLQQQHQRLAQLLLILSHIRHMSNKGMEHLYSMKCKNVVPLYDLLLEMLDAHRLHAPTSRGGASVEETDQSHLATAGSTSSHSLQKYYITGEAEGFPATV
# CYP2C19 activ – cytochrome P450 2C19 (human) activation | P33261 | recombinant CYP2C19, luciferin-H EGE luminescence; stronger effect = higher value; 0 = fully inhibited enzyme, 1 = untreated enzyme | activation factor at 5 µM | 96,000 tested, under 10 active | AID 1025;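 active means activation factor of at least 2 at 5 µM in the primary screen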;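 further: 0 = wells with 2.5 mM tranylcypromine and 1 = vehicle-only wells; values of inactives mirror those of a sister screen read the other way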
# H69AR growth 86K – blocks growth of human H69AR lung tumor cells. viability, % at 10 µM. 85,000 compounds, 6% hits. H69AR lung tumor viability, ATP luminescence, 72 h; stronger effect = lower value;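 active means viability at or below 40%; inactive means viability above 40%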;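 further: multidrug resistant small cell line overexpressing MRP-1 efflux transporter; 100% = mean luminescence of untreated control wells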
# ERa SRC1 pot – enhances coactivator binding to human estrogen receptor alpha; 86,000 compounds, 1.3% hits; TR-FRET ERalpha-LBD/SRC-Cy5 coactivator binding, 2 h; 100 = basal binding, no effect; P03372; AID 639; coactivator binding (% of control), % at 25.6 µM; in the data active means activity above about 200%;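 further: binding measured in presence of low estradiol as agonist stimulus; 0% = peptide alone without receptor and 100% = receptor with peptide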
# An asterisk follows results filed as active; x = not tested or not shown; [ ] = remark or other dose.
SMILES,HUVEC inhibit,Mac1 fbg inh,CYP2C19 inh,Mac1 fbg enh,Fibroblast inh,ERa coact inh,CYP2C19 activ,H69AR growth 86K,ERa SRC1 pot
CCN(CC)C(=O)C1CC(=O)OC12CCCCC2 (stereo not drawn),98,x,x,x,108,8,x,83,106
c1ccc2c(c1)CCN(c1nc3cc4c(cc3s1)OCCO4)C2,x,94,11,-8,x,x,0.9,x,x
CCN(CC)CCN1C(=O)c2ccccc2NC1c1ccc(C)cc1 (stereo not drawn),100,2,0,-4,94,-7,1,69,100
CC(C)N(C=O)C1(C(=O)NC2CCCCC2)CCCCC1,101,x,35,x,102,-3,0.7,103,112
ON=C1/C(=N\O)CC2(C/C1=N/O)OCCO2,87,0,-10,1,95,35,1.1,47,58
COc1ccc(CN=C2Nc3ccccc3CS2)cc1,x,-10,42,4,x,x,0.6,x,x
CCN(CC)C(c1ccc(F)cc1)c1nnnn1C1CCCCC1 (stereo not drawn),97,2,38,-5,94,-7,0.6,86,119
CCCC(NS(=O)(=O)c1ccc(Br)cc1)C(=O)O (stereo not drawn),93,-10,25,-2,99,-8,0.8,107,111[fluorescence artefact?]
CCCN1C(=O)C(O)(CC(=O)c2ccc3c(c2)OCCO3)c2ccccc21 (stereo not drawn),96,1,76*,6,95,-7,0.2,17*,106
COc1cccc(-c2nc(CS(=O)(=O)CC(=O)Nc3cccc(C)c3C)c(C)o2)c1,100,-3,1,-2,97,19,1,1.5*,130[fluorescence artefact?]
CC(C)N(Cc1nc(-c2ccc(Cl)cc2)no1)C(=O)C12CC3CC(CC(C3)C1)C2,80,-14,2,4,96,-10,1,105,98
CCCCC(=O)N/N=C/c1ccc(Sc2cccc3cccnc23)o1,93,15,47,1,96,-1,0.5,60,65[fluorescence artefact?]
Cc1ccc(N2CC(C(=O)NC3CCSC3=O)CC2=O)cc1 (stereo not drawn),100,-7,22,-1,94,0,0.8,93,108
O=S(=O)(NCc1ccccc1)c1cccc2cccnc12,94,-4,79*,2,99,-11,0.2,95,104
CC(C)CCNC(=O)C12CN(Cc3ccccc3)CC1C(c1ccc([N+](=O)[O-])cc1)=NO2 (stereo not drawn),x,8,48,2,x,x,0.5,x,x
O=C(/C=C/c1ccco1)NC(=S)Nc1cccc(-c2nc3ccccc3o2)c1,x,0,13,31,x,x,0.9,x,x
CNc1nnc(-c2cccc(N(C)C)c2)s1,90,-13,42,3,103,6,0.6,98,94
O=C(Nc1ccccc1)N(C1=NCCCCS1)c1cccc2ccccc12,96,x,61*,x,103,-8,0.4,91,89
COc1cc(/C=C2\N=C3CCCCCN3C2=O)ccc1O,x,8,30,-1,x,x,0.7,x,x
Nc1nc(-c2c[nH]c3ccccc23)cs1,75,-3,42,-2,91,8[fluorescence artefact?],0.6,98,88[fluorescence artefact?]
Cc1cccc(C)c1NC(=O)N1CCC(n2c(=O)[nH]c3ccccc32)CC1,115,-10,8,0,107,-10,0.9,94,105
COc1cccc(/C=N/n2cnnc2)c1OCc1ccccc1,92,12,41,-1,96,4,0.6,101,115
Clc1ccc(CSc2nnc(/C=C/c3ccccc3)o2)c(Cl)c1,x,2,2,9,x,x,1,x,x
CCOC(=O)Cc1nn2c(=O)cc(C)nc2s1,102,-5,-2,-6,95,-4,1,93,133[fluorescence artefact?]
O=C(Cn1nnc2ccccc2c1=O)NCc1ccco1,99,-8,2,-1,99,19,1,108,113
SMILES,HUVEC inhibit,Mac1 fbg inh,CYP2C19 inh,Mac1 fbg enh,Fibroblast inh,ERa coact inh,CYP2C19 activ,H69AR growth 86K,ERa SRC1 pot
COc1ccccc1C1/C(=C(/O)c2ccc(C)cc2)C(=O)C(=O)N1CCN1CCOCC1 (stereo not drawn),102,3,x,8,98,-4,x,85,122
O=C1CC(c2ccc(F)cc2)Cc2nc(NCc3ccco3)ncc21 (stereo not drawn),84,-12,36,2,98,-6,0.6,75,123
O=C(O)C1CCCCC1C(=O)NCc1ccc(F)cc1 (stereo not drawn),104,-9,2,-4,100,-2,1,97,94
COc1cc(NC(=O)c2ccco2)c(OC)cc1NC(=O)CSc1ncc(-c2ccc(F)cc2)[nH]1,87,-5,-4,0,88,-15,1,88,115
CCOC(=O)c1sc(SC)c(C(C)=O)c1C,x,-2,4,-3,x,x,1,x,x
CCOC(=O)C(O)(CC(=O)Nc1ccc(Cl)cc1Cl)C(F)(F)F (stereo not drawn),100,x,x,x,97,-8,x,94,102
CCCCOC(=O)c1ccc(NC(=O)c2nn(C)cc2Br)cc1,102,x,x,x,96,-6,x,100,94
O=C(CCN1CCOCC1)Nc1ccc2c(c1)N(C(=O)CN1CCOCC1)c1ccccc1CC2,108,2,-7,3,99,-10,1.1,78,136
CC(=O)Oc1cccc(/C=c2\sc3nc(-c4ccco4)nn3c2=O)c1,73,-31,13,0,93,19,0.9,11*,88[fluorescence artefact?]
CSc1ccc(NC(=O)N2CC(C)OC(C)C2)cc1 (stereo not drawn),99,12,14,8,103,-27[fluorescence artefact?],0.9,110,105[fluorescence artefact?]
COc1ccc(C(CCc2ccc(C)o2)NC(=O)Nc2ccc(OC)cc2OC)cc1 (stereo not drawn),99,6,-12,-1,100,7,1.1,107,155
O=C(NC(=S)N1CCCCC1)c1cccnc1,107,-6,11,2,106,-14,0.9,92,120
O=S(=O)(NCc1ccccc1)c1cccs1,97,-50,51*,2,93,-1,0.5,98,114
CC1(C)CC(=O)c2cnc(NC(=O)CCc3ccccc3)nc2C1,93,-15,9,3,102,2,0.9,87,117
Cc1nn(C)cc1/C=C1\SC(=S)NC1=O,x,19,-12,-3,x,x,1.1,x,x
CCOC(=O)c1ccc(NC(=O)c2nn(CC)cc2Br)cc1,98,-1,31,-3,99,-6,0.7,97,124
COc1cccc(N2CCN(C(=O)c3ccc4nc(N5CCCCC5)sc4c3)CC2)c1,99,25,28,-4,105,0[fluorescence artefact?],0.7,95,109[fluorescence artefact?]
COC(=O)c1ccc(C(C(=O)NCc2ccccc2)N(Cc2ccco2)C(=O)c2cnccn2)cc1 (stereo not drawn),x,1,26,-3,x,x,0.7,x,x
COc1ccc(CNC2=CC(=O)CC(C)(C)C2)cc1,95,10,12,0,96,-4,0.9,98,105[fluorescence artefact?]
COc1ccc(Nc2cc(C)nc3nc(C)nn23)c(OC)c1,100,x,x,x,97,-4,x,85,162
CCOC(=O)C1=C(C)N=C(/N=C/N(C)C)SC1c1ccccc1 (stereo not drawn),85,2,71*,-1,96,-5,0.3,97,93
CCCCOc1ccc(/C=N/NC(=S)Nc2cc(C)ccc2C)cc1,x,6,-10,1,x,x,1.1,x,x
CC(=O)c1c(C)[nH]c(C(=O)NCCc2ccccc2)c1C,94,11,11,-8,105,4,0.9,85,113
CC(C)C(=O)Nc1ccc(Cc2ccc(NC(=O)C(C)C)c(O)c2)cc1O,113,-38,64*,-1,103,-6,0.4,99,106
CCCCCCCC1(C)NC(=O)N(c2ccccc2)N1 (stereo not drawn),55,x,57*,x,102,-2,0.4,93,85
SMILES,HUVEC inhibit,Mac1 fbg inh,CYP2C19 inh,Mac1 fbg enh,Fibroblast inh,ERa coact inh,CYP2C19 activ,H69AR growth 86K,ERa SRC1 pot
O=C1c2oc3ccc(Br)cc3c(=O)c2C(c2cccnc2)N1Cc1ccco1 (stereo not drawn),108,19,3,-2,105,5[fluorescence artefact?],1,94,96[fluorescence artefact?]
COC(=O)c1cccc(N2C(=O)C(Cl)=C(N3CCOCC3)C2=O)c1,83,2,61*,-2,91,-6,0.4,x,112
CCn1c(SCC(N)=O)nnc1-c1ccco1,106,-3,-21,-2,110,-2,1.2,88,118[fluorescence artefact?]
Cc1cc(C(=O)Nn2cnnc2)cs1,94,-14,-14,-5,96,-7,1.1,98,121[fluorescence artefact?]
CCOC(=O)c1ccc(NC(=O)CC2C(=O)N(c3ccc(F)cc3)C(=O)N2CCC(C)C)cc1 (stereo not drawn),95,7,54*,-4,92,12[fluorescence artefact?],0.5,58,105
C=CCn1c(SCc2ccc3c(c2)OCO3)nc2scc(-c3ccco3)c2c1=O,104,12,43,9,99,9,0.6,95,88
CC(=O)C1=C(O)C(=O)N(Cc2cccnc2)C1c1ccc(C)cc1 (stereo not drawn),124,x,x,x,97,-6,x,96,115
CCOC(=O)c1sc2nc(C3CC3)cc(-c3ccc(OC)cc3)c2c1N,x,-8,-11,-2,x,x,1.1,x,x
O=P(OC1CCCCC1)(OC1CCCCC1)C(O)c1ccccc1 (stereo not drawn),97,-22,65*,2,87,6,0.4,84,107[fluorescence artefact?]
O=C(CSc1nnc2c(Cl)cc(Cl)cn12)N1CCOCC1,x,8,-26,1,x,x,1.3,x,x
c1ccc(-n2c(SCc3nc(-c4cccs4)no3)nnc2-c2ccco2)cc1,99,21,43,-2,100,4,0.6,71,91
COc1ccc(S(=O)(=O)Nc2cc(C)nn2-c2ccccc2)cc1,x,-11,18,0,x,x,0.8,x,x
CC(C)(Oc1ccc(Cl)cc1)C(=O)Nc1ccncc1,104,x,100*,x,100,-7,0,92,89
COc1ccc2nc(NC(=O)CSc3nnnn3C3CCCCC3)sc2c1,87,10,13,5,110,5[fluorescence artefact?],0.9,49,142[fluorescence artefact?]
CCCc1nc(SCc2cccnc2)c2c(=O)n(C)c(=O)n(C)c2n1,x,1,100*,4,x,x,0,x,x
COc1ccc(-c2nnc(SC(C)C#N)o2)cc1 (stereo not drawn),94,5,11,-4,103,20[fluorescence artefact?],0.9,87,76
COc1cc(N2CCCC2)c(OC)cc1/C=C(/C#N)c1cccc(F)c1,95,9,34,2,88,17,0.7,25*,94
CC(C)CC(NC(=O)C1CCC(C)CC1)C(=O)Nc1ccc2c(c1)OCCO2 (stereo not drawn),104,1,44,2,94,6[fluorescence artefact?],0.6,90,96[fluorescence artefact?]
O=C(Nc1ccccc1)c1c(F)c(F)c(F)c(F)c1F,86,-6,27,5,90,-5,0.7,106,92
Cn1c(SCC(=O)Nc2ccccc2)nnc1-c1ccc(NC(=O)CCc2ccccc2)cc1,59,x,x,x,96,-1,x,94,99[fluorescence artefact?]
Cc1ccccc1N(CC(=O)NCCSCc1ccco1)S(C)(=O)=O,103,-6,74*,-4,102,18,0.3,86,82[fluorescence artefact?]
CCCCOCCCNC(=O)Cc1ccccc1OC,83,-5,73*,-1,100,-8,0.3,104,106
CCN(CC)c1ccc(NS(=O)(=O)c2ccc3c(c2)oc(=O)n3C)c(C)c1,89,0,84*,-4,96,10,0.2,83,58
Cc1ccccc1C(=O)NC1CCN(CC(=O)Nc2nccs2)CC1,98,3,-11,-3,94,-13,1.1,16*,133
N#Cc1c(-c2ccc(Cl)cc2)ccn2nc(C3CCCCC3)nc12,94,-2,26,-1,86,7[fluorescence artefact?],0.7,31*,148[fluorescence artefact?]
Cc1ccc(CCN2C(=O)CCC2(C)C(=O)NC2CCCC2)cc1 (stereo not drawn),99,x,x,x,97,-5,x,53,104

# Record cards, from the list above.
# CC(=O)C1=C(O)C(=O)N(Cc2cccnc2)C1c1ccc(C)cc1 (stereo not drawn) is listed with HUVEC inhibit: 124; Mac1 fbg inh: x; CYP2C19 inh: x; Mac1 fbg enh: x; Fibroblast inh: 97; ERa coact inh: -6; CYP2C19 activ: x; H69AR growth 86K: 96; ERa SRC1 pot: 115
# CCCCC(=O)N/N=C/c1ccc(Sc2cccc3cccnc23)o1 is listed with HUVEC inhibit: 93; Mac1 fbg inh: 15; CYP2C19 inh: 47; Mac1 fbg enh: 1; Fibroblast inh: 96; ERa coact inh: -1; CYP2C19 activ: 0.5; H69AR growth 86K: 60; ERa SRC1 pot: 65[fluorescence artefact?]

# Screens: PubChem, several laboratories
